MC4R ag barr – MC4R agonists recruiting beta-arrestin, primary screen, cell-based, luminescence, agonist arm of biased-ligand search. U2OS MC4R beta-arrestin complementation; percent of melanotan II response, DMSO zero. actives 0.98% (n = 360,000). Melanocortin receptor 4 (Homo sapiens), P32245. activation, % at 8.9 µM;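 active = activation above a per-plate cutoff, the mean activation of sample wells on that plate plus 3 SD, cut at about 8% in these data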
Target sequence (P32245 whole entry, looked up): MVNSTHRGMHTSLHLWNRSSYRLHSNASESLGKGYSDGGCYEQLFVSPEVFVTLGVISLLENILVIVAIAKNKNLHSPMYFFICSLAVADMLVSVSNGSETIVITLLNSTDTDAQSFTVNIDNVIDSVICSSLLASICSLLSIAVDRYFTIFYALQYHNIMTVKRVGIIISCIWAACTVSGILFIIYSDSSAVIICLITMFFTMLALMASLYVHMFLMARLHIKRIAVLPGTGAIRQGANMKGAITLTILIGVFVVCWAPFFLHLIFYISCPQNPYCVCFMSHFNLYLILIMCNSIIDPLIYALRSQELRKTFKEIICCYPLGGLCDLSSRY
m5-HT2A agonist – mouse Htr2a agonists via beta-arrestin recruitment, primary screen, cell-based, luminescence; 5-hydroxytryptamine receptor 2A (Mus musculus), P35363; CHO-K1 mHTR2A beta-arrestin complementation; percent of 30 µM serotonin response; activation, % at 7.6 µM; actives 0.66% (n = 360,000); AID 624169, 2012;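 active = activation above a run cutoff, the mean activation of all tested compounds plus 3 SD, cut at about 14% in these data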;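 note: 0% = plate median of compound wells and 100% = 30 µM serotonin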
MC4R antag cAMP – MC4R antagonists of cAMP signaling, primary screen, cell-based, TR-FRET, antagonist arm of biased-ligand search; Melanocortin receptor 4 (Homo sapiens), P32245; MC4R-expressing cells, MTII-stimulated cAMP, LANCE TR-FRET; inhibition, % at 6.5 µM; actives 0.48% (n = 360,000); AID 540295, 2011;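 active = inhibition above its plate's cutoff, the mean of tested wells on that plate plus 3 SD, cut at about 29% in these data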;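 note: 0% = Melanotan II alone and 100% = Melanotan II plus saturating MCL0020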
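Material – human MC4R-expressing U2OS cells · Repeats – no replicates · Detection – TR-FRET with Eu-cAMP and labeled anti-cAMP, 671 nm · Times – compound 30 min, challenge 1 h, detection 1 h · Compound – single nominal compound dose of 6.5 µM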
Glyco luc inh – increase of ERlucT glycosylation luciferase signal, primary screen, N-linked glycosylation inhibitor project, D54 ERlucT cells, luminescence, set 2. AID 588692, 2011. D54 ERlucT glycosylation luciferase reporter, 24 h; percent of 100 nM tunicamycin response. actives 0.23% (n = 360,000). reporter increase, % at 12.5 µM;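 active = mean luciferase reporter signal, scaled so untreated is 0 and the glycosylation-blocking control 100, at or above a set limit in every replicate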;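 note: luciferase carries N-glycosylation sites so blocking glycosylation raises the light; 0% = median of neutral control wells and 100% = median of 100 nM tunicamycin wells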
ABCB6 inh MLPCN – ABCB6 transporter inhibitors, primary screen, K562-ABCB6 cells, flow cytometry, MLPCN library. fluorescence ratio to DMSO, % at 10 µM. actives 0.19% (n = 360,000). K562-ABCB6 porphyrin accumulation, 1 h; active compounds read low. ATP-binding cassette sub-family B member 6 (Homo sapiens), Q9NP58. AID 602162, 2011;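 active = fluorescence ratio to DMSO below 75%, the collection mean minus 3 SD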;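 note: signal is porphyrin accumulated inside mitochondria; 100% equals median channel fluorescence of DMSO control wells; lower ratio means ABCB6 inhibition with less porphyrin fluorescence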
PDI inh – inhibitors of human PDI, primary screen, biochemical, turbidity, single point, plate reader. PDI insulin aggregation turbidity, A650, 90 min. inhibition, % at 10 µM. actives 0.052% (n = 350,000). AID 588391, 2011;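 active = mean inhibition across replicates of 30% or more, whatever share of single replicates reach that level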;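 note: absorbance from insulin aggregation driven by PDI reduction with DTT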
Target sequence (P07237 whole entry, looked up): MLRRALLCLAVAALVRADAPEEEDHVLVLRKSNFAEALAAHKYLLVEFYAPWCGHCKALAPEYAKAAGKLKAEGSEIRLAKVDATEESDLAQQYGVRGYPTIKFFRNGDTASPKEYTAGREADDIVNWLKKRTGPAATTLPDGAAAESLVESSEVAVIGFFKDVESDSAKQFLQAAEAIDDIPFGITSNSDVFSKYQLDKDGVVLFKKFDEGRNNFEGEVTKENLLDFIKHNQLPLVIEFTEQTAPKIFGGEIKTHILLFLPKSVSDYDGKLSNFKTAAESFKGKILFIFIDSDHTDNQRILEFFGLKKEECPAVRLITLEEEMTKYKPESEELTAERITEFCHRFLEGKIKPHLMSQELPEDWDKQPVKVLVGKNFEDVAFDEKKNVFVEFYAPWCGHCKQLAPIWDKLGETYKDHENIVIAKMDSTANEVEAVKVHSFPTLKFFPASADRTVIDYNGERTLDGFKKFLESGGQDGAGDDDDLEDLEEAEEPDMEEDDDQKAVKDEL
CaV13 ICDI inh – Disruptors of the CACNA1D IQ motif to Ca2+-dependent inactivation inhibitor domain association, primary screening, Förster resonance energy transfer in intact living …; HEK cells, CFP/YFP FRET ICDI-IQ, plate reader, 10 min; percent FRET-ratio fall versus neutral wells; inhibition, % at 12.3 µM; actives 0.098% (n = 340,000); AID 743397;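 active = mean replicate inhibition of at least 30% and at least 1% of replicates passing that level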;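 note: 0% = median of the neutral control wells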
aDG glyco up – activators of alpha-DG glycosylation, primary screen, uHTS, Pro5-aDG cells, AlphaScreen; activation, % at 10 µM; actives 0.22% (n = 360,000); alpha-DG glycosylation AlphaScreen (IIH6); 0% Pro5, 100% B10-LARGE cell signal;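 active = activation of at least 8% versus controls, or a plate z-score of at least 8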;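 note: Pro5 are CHO cells carrying HIG-tagged alpha-DG that lacks glycosylation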
Vif inh – HIV Vif self-association inhibitors, primary screen, imaging, HEK293T, single point; HEK293T cells, Vif self-association by quenched fluorescence, 24 h; inhibition, % at 7.49 µM; actives 0.35% (n = 340,000); in the data active = inhibition above about 50%, passing the limit was not always enough; note: some results filed as inactive read as strong as hits
Cardio protect – cardioprotection against H2O2-induced cell death, primary screen, uHTS, H9c2 cells, ATPLite luminescence; actives 0.63% (n = 360,000); H9c2 cardiomyocytes, H2O2 injury protection, 2 h; AID 588492, 2011; protection from H2O2 cell death, % at 20 µM;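 active = compounds giving at least 50% protection of heart cells from peroxide-induced death in the single-dose screen, raw or plate-pattern-corrected value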;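 note: 0% = DMSO wells with peroxide and 100% = DMSO wells without peroxide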
* marks the source's active call; other numbers are inactive results; nt = no result given.

(1) Cc1c(Br)c(C(F)(F)F)nn1CC(=O)NCCN1CCOCC1
(2) COc1cccc(/C=N/NC(=O)c2[nH]c(C)c(C(=O)N/N=C/c3cccc(OC)c3)c2C)c1
(3) CCC(=O)N1CCc2cc(S(=O)(=O)NC(C(=O)NC3CCCc4ccccc43)C(C)C)ccc21 (stereo unspecified)
(4) Cc1cccc(OCC(=O)NC2CCCC2)c1
(5) CN1CCN(c2oc(-c3cccs3)nc2S(=O)(=O)c2ccccc2)CC1
(6) Cc1ccccc1-c1noc(CCC(=O)NCC2CCCO2)n1 (stereo unspecified)
(7) CC(=O)N1CCOc2ccc(S(=O)(=O)N(C)c3cccc(C)c3)cc21
(8) CCOc1ccc(N2C(=O)CCC2=O)cc1
screen / no. | 1 | 2 | 3 | 4 | 5 | 6 | 7 | 8
Glyco luc inh | 3 | -1 | -2 | -3 | -1 | -1 | -1 | 1
MC4R ag barr | -1.8 | -3.0 | -0.2 | -1.6 | 0.8 | -0.3 | -3.3 | 0.8
aDG glyco up | -0.3 | -0.1 | -0.2 | 0.1 | -0.2 | -0.2 | -0.4 | 0.1
CaV13 ICDI inh | -9 | -3 | -5 | -2 | nt | -4 | -1 | -4
Cardio protect | 0 | 56* | 12 | 0 | -2 | -1 | 2 | 1
MC4R antag cAMP | 5 | 15 | 7 | 2 | -1 | 20 | -1 | 5
PDI inh | -1 | -3 | -2 | -8 | 0 | 2 | -7 | 7
m5-HT2A agonist | -1 | -1 | -1 | -2 | -7 | 7 | 9 | -4
ABCB6 inh MLPCN | 99 | 98 | 97 | 99 | 93 | 108 | 92 | 101
Vif inh | nt | -1 | -4 | 5 | 2 | 1 | -2 | 8

(9) Nc1ncc([N+](=O)[O-])c(N2CCCCCC2)n1
(10) CC(O)[C@H]1CNCCN1CCc1cc(C(F)(F)F)cc(C(F)(F)F)c1 (stereo partly specified)
(11) CCOC(=O)NCc1ccc2[nH]c(C)cc2c1
(12) CC(=O)Nc1ccc(S(=O)(=O)N(C)CC(=O)N/N=C/c2cccc(O)c2)cc1
(13) O=C(Nn1c(-c2ccccc2)nc2ccccc2c1=O)c1ccco1
(14) NC(=O)c1nsc(C(=O)N(c2ccccc2)C(C(=O)NC2CCCC2)c2ccncc2)c1N (stereo unspecified)
(15) CCN1CCN(S(=O)(=O)c2ccc(C)c([N+](=O)[O-])c2)CC1
(16) Cc1ccc(CNC(=O)CN(C2CCCCC2)S(C)(=O)=O)cc1
screen / no. | 9 | 10 | 11 | 12 | 13 | 14 | 15 | 16
Glyco luc inh | -13 | -1 | 1 | 1 | 1 | 3 | 3 | 2
MC4R ag barr | 0.3 | -0.1 | -0.6 | -1.8 | -0.5 | 2.1 | -1.5 | -1.1
aDG glyco up | 0.3 | 0.0 | 2.5 | -0.2 | 0.0 | 0.1 | -0.1 | -0.3
CaV13 ICDI inh | -2 | -6 | 15 | -3 | -7 | -4 | -19 | 0
Cardio protect | 2 | 0 | 1 | 3 | -1 | 4 | 2 | 3
MC4R antag cAMP | 1 | 9 | -4 | -1 | 7 | 3 | 8 | 5
PDI inh | 0 | 2 | nt | -6 | -3 | -9 | 8 | 4
m5-HT2A agonist | 1 | -7 | 2 | 0 | 2 | -2 | 5 | 1
ABCB6 inh MLPCN | 98 | 96 | 102 | 100 | 101 | 97 | 97 | 92
Vif inh | -5 | nt | -3 | 3 | 2 | -5 | -1 | 6

For convenience, three of the compounds above:
(9) Nc1ncc([N+](=O)[O-])c(N2CCCCCC2)n1
(10) CC(O)[C@H]1CNCCN1CCc1cc(C(F)(F)F)cc(C(F)(F)F)c1 (stereo partly specified)
(11) CCOC(=O)NCc1ccc2[nH]c(C)cc2c1
screen / no. | 9 | 10 | 11
Glyco luc inh | -13 | -1 | 1
MC4R ag barr | 0.3 | -0.1 | -0.6
aDG glyco up | 0.3 | 0.0 | 2.5
CaV13 ICDI inh | -2 | -6 | 15
Cardio protect | 2 | 0 | 1
MC4R antag cAMP | 1 | 9 | -4
PDI inh | 0 | 2 | nt
m5-HT2A agonist | 1 | -7 | 2
ABCB6 inh MLPCN | 98 | 96 | 102
Vif inh | -5 | nt | -3

(next part)
(17) Cc1nc2ncnn2c(N2CCCC(C(=O)Nc3ccc4c(c3)CCC4)C2)c1C (stereo unspecified)
(18) Cc1ccccc1-n1c(=O)cc(NCC2CCCO2)[nH]c1=O (stereo unspecified)
(19) COc1cc(NC(=O)C(C)Oc2ccccc2)ccc1NC(=O)COc1ccccc1 (stereo unspecified)
(20) CCCNC(=O)c1cc(C2CCCCN2S(=O)(=O)c2cccc3cccnc23)on1 (stereo unspecified)
(21) C#CCOCCOCCOCCNc1nc(N2CCN(C(=O)[C@H]([C@@H](C)CC)n3cc(CCC(=O)O)nn3)CC2)nc(N2CCN(C(=O)[C@H](CCCCN)n3cc(CC(C)O)nn3)CC2)n1 (stereo partly specified)
(22) Cn1c(=O)cc(OCC(=O)NCCCN2CCN(Cc3ccccc3)CC2)c2ccccc21
(23) Cc1ccc(NC(=O)CSc2nnc(Cn3c(=O)sc4ccccc43)n2C)cc1
(24) Cc1ccc(N2C(=O)C3C4C=CC(CC4)C3C2=O)cc1Br (stereo unspecified)
screen / no. | 17 | 18 | 19 | 20 | 21 | 22 | 23 | 24
Glyco luc inh | 1 | 0 | -4 | 2 | 4 | 6 | -1 | 1
MC4R ag barr | -1.8 | -0.1 | -4.4 | -1.5 | 0.1 | -1.4 | 0.0 | -2.4
aDG glyco up | 1.2 | 0.2 | 0.1 | 0.1 | 0.1 | 0.1 | 0.1 | 0.0
CaV13 ICDI inh | -3 | -8 | nt | -5 | -3 | -3 | -10 | -3
Cardio protect | -8 | 14 | -2 | 8 | 3 | 16 | 16 | -2
MC4R antag cAMP | 2 | -7 | 6 | -3 | 1 | 15 | 3 | -5
PDI inh | -10 | 3 | 4 | 9 | 0 | nt | nt | -3
m5-HT2A agonist | -2 | 1 | -6 | 3 | 5 | -4 | -1 | 3
ABCB6 inh MLPCN | 89 | 91 | 99 | 97 | 104 | 98 | 105 | 98
Vif inh | nt | nt | -11 | -2 | -15 | 7 | -2 | -2

The closing 2 records of the part before lead into the next.
(23) Cc1ccc(NC(=O)CSc2nnc(Cn3c(=O)sc4ccccc43)n2C)cc1
(24) Cc1ccc(N2C(=O)C3C4C=CC(CC4)C3C2=O)cc1Br (stereo unspecified)
(25) CC(=O)CCc1oc2ccccc2c1-c1ccccc1
(26) CC1CC(NC(=O)C2(C)CC2(Cl)Cl)CC(C)(C)C1 (stereo unspecified)
(27) CC(=O)c1ccc(NC(=O)CN(C)CC(=O)Nc2cccc(F)c2)cc1
(28) N#Cc1c(C(F)(F)F)cc(-c2ccco2)nc1SCc1ccccn1
(29) COc1ccc(CCNC(=O)COc2ccc(N(C)S(=O)(=O)c3ccc(C)cc3)cc2)cc1
(30) CC1=CCC2C(=O)N(CCc3c[nH]c4ccccc34)C(=O)C2C1 (stereo unspecified)
(31) O=C(O)CN1C(=O)/C(=C\c2cc(Br)ccc2OCc2ccc(Cl)cc2)SC1=S
(32) Cn1c(CNc2cccc(C(F)(F)F)c2)n[nH]c1=S
screen / no. | 23 | 24 | 25 | 26 | 27 | 28 | 29 | 30 | 31 | 32
Glyco luc inh | -1 | 1 | -1 | 1 | 1 | 1 | -4 | -4 | -1 | 1
MC4R ag barr | 0.0 | -2.4 | -1.0 | 0.7 | -2.0 | 1.6 | 1.9 | -1.3 | 0.5 | -2.2
aDG glyco up | 0.1 | 0.0 | 0.0 | 0.0 | -0.1 | 0.2 | -0.3 | -0.2 | -0.2 | 0.4
CaV13 ICDI inh | -10 | -3 | -4 | -7 | 10 | nt | -7 | nt | -4 | -7
Cardio protect | 16 | -2 | -1 | -2 | -1 | -12 | -6 | 0 | 5 | -6
MC4R antag cAMP | 3 | -5 | 1 | 15 | 3 | 8 | 7 | 0 | 6 | 6
PDI inh | nt | -3 | 16 | -2 | -2 | -2 | -9 | -1 | -10 | -10
m5-HT2A agonist | -1 | 3 | -6 | 8 | -5 | -6 | 5 | 3 | -3 | -4
ABCB6 inh MLPCN | 105 | 98 | 94 | 108 | 97 | 151 | 96 | 101 | 95 | 105
Vif inh | -2 | -2 | -14 | -7 | 8 | -4 | -10 | -1 | 2 | -3

(33) O=C(CSc1ccccc1C(=O)O)NC1CCCCCC1
(34) Cc1ccccc1OCC(=O)Nc1ccc(C)c(S(=O)(=O)N2CCCCCC2)c1
(35) COc1ccc(CN2C(=O)c3ccccc3C2=O)cc1C(=O)Nc1ccc(C)cc1C
(36) CC(C)(C)c1nc(C(C)(C)C)c(Br)c(=O)[nH]1
(37) Cc1cc(NC(C)c2ccccc2)n2ncc(-c3ccccc3)c2n1 (stereo unspecified)
(38) Cc1c(C(=O)NCc2cccnc2)sc2nc(-c3ccc(F)cc3)cn12
(39) COc1ccc(NC(=O)COC(=O)C2COc3ccccc3O2)cc1 (stereo unspecified)
(40) CCCCN1C(Nc2ccccc2)=NC[C@@H]1Cc1ccccc1
(41) O=C(Cn1cnc2c(NCc3ccccc3)ncnc21)NCc1ccccn1
(42) Cc1ccc(SCC(=O)NCCN2C(=O)CSC2=O)cc1C
(43) C#CCSc1nccc(-c2nn(-c3ccc(C)cc3)ccc2=O)n1
screen / no. | 33 | 34 | 35 | 36 | 37 | 38 | 39 | 40 | 41 | 42 | 43
Glyco luc inh | 0 | -5 | 3 | -2 | -13 | 0 | 3 | 4 | 0 | 1 | 9
MC4R ag barr | 1.7 | -4.1 | -2.9 | 7.7 | 2.0 | -0.4 | -2.7 | -2.0 | -0.6 | 0.7 | 2.3
aDG glyco up | -0.1 | 0.0 | -0.3 | 0.3 | 0.1 | 1.5 | -0.1 | 0.3 | 0.0 | 0.0 | -0.2
CaV13 ICDI inh | -2 | -13 | -5 | -3 | -3 | -6 | -6 | -6 | -5 | -3 | nt
Cardio protect | -3 | -7 | -4 | -15 | -1 | -12 | 1 | -5 | 7 | 5 | 15
MC4R antag cAMP | 12 | 4 | 0 | 14 | 23 | 14 | 1 | 5 | -1 | 25 | 13
PDI inh | -1 | 19 | -20 | 8 | 4 | nt | 13 | -1 | -19 | -1 | 0
m5-HT2A agonist | -1 | -9 | 4 | 7 | 0 | -12 | -1 | -2 | 0 | -1 | -10
ABCB6 inh MLPCN | 97 | 91 | 99 | 99 | 99 | 92 | 95 | 97 | 101 | 94 | 96
Vif inh | 9 | -17 | -9 | nt | 2 | -4 | -7 | -2 | 4 | 0 | 2
